Screens: PubChem, National Center for Advancing Translational Sciences (NCATS)
KCNH2 WT inh: KCNH2 (human, wildtype) channel inhibition | U2OS, BacMam KCNH2, thallium flux FluxOr; active compounds read low | 0.37% of 340,000 active | activity change, % at 1.84 µM | AID 720551;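 active = maximum activity change below -70%; inconclusive = maximum activity change between -70% and -50%; inactive = maximum activity change above -50%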; also: % is scaled to controls: 0 for no effect and ±100 for the full control effect
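U2OS cells were transduced with wild-type KCNH2 virus (2.03 x 10^8 / mL) for 4 h at room temperature, then cultured overnight at 37 C. Thallium flux was read with FluxOr dye. Rate constants were normalized to DMSO controls.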
KCNH2 3.1 block: inhibitors of human KCNH2 3.1 potassium channel isoform; activity change, % (tested at about 1.8 µM); 0.95% of 340,000 active; U2OS KCNH2 3.1, thallium flux FluxOr; active compounds read low; AID 720553;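 active = maximum activity change below -70%; inconclusive = maximum activity change from -70% to -50%; inactive = maximum activity change above -50%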;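 also: thallium influx rate constant from kinetic fluorescence after stimulation buffer; % is scaled to controls: 0 for no effect and ±100 for the full control effect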
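Kinetic fluorescence (2 min after stimulation buffer) measures Tl+ influx through KCNH2 3.1 expressed by viral transduction in U2OS cells; the rate constant is normalized against DMSO controls serving as positive and negative references.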
GALK inhibitor: galactokinase (human) inhibition. Purified GALK, Kinase-Glo residual ATP luminescence. 0.007% of 270,000 active. P51570. Potency, µM (top dose mostly 57.5 µM), inactives show at the top dose activity change, negative = inhibition, usual class: inhibitors. AID 1868; also: potency is read from the fitted curve at half-maximal effect; % is scaled to controls: 0 for no effect and ±100 for the full control effect
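ATP-depletion format; final 35 uM ATP, 100 uM D-galactose, 5 nM enzyme; pH 8.0 HEPES/Mg2+ buffer; 60 min RT; luminescence read 10 min after detection reagent.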
MBNL1-CUG inh: blocks human MBNL1 binding to CUG repeat RNA; Q9NR56; TR-FRET MBNL1-His/biotin-(CUG)12 binding, 665/545 ratio; Potency, µM (titrated, usually from 57.5 µM), for the others: top-dose activity change, negative = inhibition, hits mostly inhibitors; 0.036% of 280,000 active; active = well fitted inhibition curve with a large enough effect in the signal ratio, with a control signal flat, not every such curve was filed as active; inconclusive = small, poorly fitted or top-dose-only effect, or effect the other way, or a change in a side signal; inactive = no such curve, though single readings can be large or run the other way; the % refers to the signal ratio; also: potency is read from the fitted curve at half-maximal effect; % is scaled to controls: 0 for no effect and ±100 for the full control effect
Target sequence (Q9NR56 whole entry, looked up): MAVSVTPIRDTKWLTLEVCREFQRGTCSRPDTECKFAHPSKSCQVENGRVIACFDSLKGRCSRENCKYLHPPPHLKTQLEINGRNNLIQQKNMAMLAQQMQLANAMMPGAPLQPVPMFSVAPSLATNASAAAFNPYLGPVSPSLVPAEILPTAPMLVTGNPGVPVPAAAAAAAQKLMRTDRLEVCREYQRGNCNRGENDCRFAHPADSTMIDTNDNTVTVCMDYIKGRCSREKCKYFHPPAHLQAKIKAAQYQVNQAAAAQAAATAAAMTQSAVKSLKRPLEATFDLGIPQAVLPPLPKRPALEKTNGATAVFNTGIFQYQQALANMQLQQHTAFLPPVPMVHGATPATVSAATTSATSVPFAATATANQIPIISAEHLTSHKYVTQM
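TR-FRET readout: Ex 340 nm, 665/545 nm emission ratio, normalized to buffer-only (basal) and MBNL1-(CUG)12 controls. Complex of MBNL1-His with Biotin-(CUG)12, compounds 92 nM–58 uM, incubated 60 min at room temperature.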
TRPV1 agonist: human TRPV1 agonism | 0.19% of 320,000 active | activation, % at 8.33 µM | TRPV1-expressing cells, Fluo-8 calcium influx, agonist mode | AID 540275; in the data active = activation above about 80%; inconclusive = between about 30% and that limit; also: 0% is about no effect
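Cells expressing TRPV1 were dye-loaded with Fluo-8 and read kinetically: 10 s baseline, 3 min after compound (agonist portion), then 2 min after EC20 capsaicin (allosteric enhancer portion). Calcium-bound dye fluorescence at 480/520 nm.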
A-T KAP1 phos: potential ataxia-telangiectasia treatment. […] A-T fibroblasts, KAP-1 phosphorylation AlphaLISA; neocarzinostatin DNA damage 30 min before lysis. Potency, µM (top dose mostly 57.5 µM), for the others: top-dose activation, most hits filed as activators. 0.19% of 320,000 active. AID 485349; also: potency is read from the fitted curve at half-maximal effect; % of control where 0% means no effect; nearly all actives have a fitted effect of over 45% in size
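ATM-like activity read as KAP-1 phosphorylation via AlphaLISA donor/acceptor antibody pairs after lysis and 6 hr at 25C. Cells were ATM-null patient fibroblasts ([…], hTERT), dosed 60 min, then exposed to the DSB inducer NCS for 30 min.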
a7 integrin act: activates integrin-mediated alleviation for muscular dystrophy; alpha7betagal myoblasts, beta-gal FDG fluorescence, 48 h; Potency, µM (titrated, usually from 38.3 µM), without a hit: at the top dose activation, actives largely listed as activators; 0.064% of 350,000 active;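 also: potency is read from the fitted curve at half-maximal effect; 100% = response of the positive control SU9516; nearly all actives have a fitted effect of over 60% in size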
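alpha7betagal+/- myoblasts (passage 13, 250/well) treated 48 h at 37C with compounds at 1:260 dilution of DMSO stock. Lysed, then beta-galactosidase activity read as FDG fluorescence (ex 480/em 540) after 30 min, with pre-read for autofluorescence.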
S-ASM inh: inhibitors of human secretory acid sphingomyelinase. P17405. placental ASM, HMU-PC fluorogenic substrate, 60 min. Potency, µM (top dose mostly 57.5 µM), without a hit: top-dose activity change, negative = inhibition, hits mostly inhibitors. 0.006% of 340,000 active. AID 504937; also: potency is read from the fitted curve at half-maximal effect
Target sequence (P17405 47-631 limits assumed): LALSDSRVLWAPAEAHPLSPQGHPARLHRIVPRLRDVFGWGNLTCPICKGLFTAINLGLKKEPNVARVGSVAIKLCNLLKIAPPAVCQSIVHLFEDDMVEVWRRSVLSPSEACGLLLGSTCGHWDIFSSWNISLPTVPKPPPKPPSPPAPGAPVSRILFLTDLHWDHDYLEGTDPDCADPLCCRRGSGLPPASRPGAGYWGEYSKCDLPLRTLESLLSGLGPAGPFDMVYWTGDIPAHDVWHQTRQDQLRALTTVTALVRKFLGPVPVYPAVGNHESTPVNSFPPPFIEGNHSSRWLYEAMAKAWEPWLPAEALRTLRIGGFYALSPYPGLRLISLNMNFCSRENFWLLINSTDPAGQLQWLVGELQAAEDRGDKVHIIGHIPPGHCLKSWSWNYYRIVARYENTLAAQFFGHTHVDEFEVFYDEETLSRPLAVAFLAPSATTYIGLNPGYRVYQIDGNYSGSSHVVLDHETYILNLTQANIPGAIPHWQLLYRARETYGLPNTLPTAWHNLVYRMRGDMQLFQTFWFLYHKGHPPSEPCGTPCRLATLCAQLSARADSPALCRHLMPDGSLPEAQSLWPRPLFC
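Human placenta-derived ASM preincubated with compound 10 min at room temperature, then reacted with 9 uM (final) fluorogenic HMU-PC substrate for 60 min at 37 C. Stop solution raises pH to 10; fluorescence read at Ex 386/Em 447 nm.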
MLL CXXC-DNA inh: MLL CXXC-DNA interaction inhibition | 0.037% of 290,000 active | Potency, µM (titrated, usually from 115 µM), for the others: top-dose activity change, negative = inhibition, usual class: inhibitors | Q03164 | MLL-CXXC / FITC-HOXA9 DNA fluorescence polarization; active = well fitted inhibition curve with a large enough effect in the polarisation, with a control signal flat, not every such curve was filed as active; inconclusive = small, poorly fitted or top-dose-only effect, or effect the other way, or a change in a side signal; inactive = no such curve, though single readings can be large or run the other way; the % refers to the polarisation; also: potency is read from the fitted curve at half-maximal effect
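Steps: dispense CXXC domain solution (7 uM) → pin compounds or unlabeled HOX-A9 DNA control → 5 min ambient → add FLSN-HOX-A9 solution (50 nM) → spin → 30 min ambient → fluorescence polarization. Tris pH 7.5/NaCl/DTT/BSA buffer.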
Coupling enz: coupling enzyme interference in Giardia aldolase counter-screen | activity change, negative = inhibition, % at 58.2 µM, hits read low | AID 2472 | 0.67% of 290,000 active | coupling enzyme system counterscreen, AmpLite Red fluorescence; in the data active = activity change below about -30%; also: % is scaled to controls: 0 for no effect and ±100 for the full control effect
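Counterscreen lacking aldolase: glyceraldehyde-3-phosphate coupling-enzyme reagent preincubated 10 min at RT with compound (at 57.5 uM final), then substrate/coupling system with AmpLite Red added; fluorescence read at 525/598 nm after 20 min RT.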
The depositor's hits bear a star; ? = inconclusive; / = no result given; [ ] = dose if it differs, or a comment. Unless noted, calls follow the shape of the dose curve; as a rule, active = well fitted curve in the direction sought with a large enough effect; inconclusive = small, poorly fitted or top-dose-only effect, or another doubt; inactive = no such curve, though single readings can be large; an effect the other way counts as inactive or inconclusive. Only part of the results is shown; rates above refer to the full screens.

SMILES | KCNH2 WT inh | KCNH2 3.1 block | GALK inhibitor | MBNL1-CUG inh | TRPV1 agonist | A-T KAP1 phos | a7 integrin act | S-ASM inh | MLL CXXC-DNA inh | Coupling enz
O=C1NC(=O)C(=Cc2ccc(N3CCOCC3)cc2)C(=O)N1 | -5.1 | 14.6 | 7.4% | -0.4% | 0.7 | -0.5% | -21.7% | -2.9% | -23.9% | -0.2
c1ccc2c(N3CCNCC3)nsc2c1 | -25.7 | 2.5 | 0.7% | 12.5% | -1.5 | -4.8% | -77.0%[inhibitor] | -2.1% | -10.7% | -0.6
O=C1Nc2ccc(Br)cc2C(c2ccccc2Cl)=NC1O (centres undefined) | 8.9 | -14.9 | 8.0% | 5.6% | 2.2 | 4.6% | -13.0% | -3.7% | 3.6% | -13.3
CN(C)S(=O)(=O)c1cc(C(=O)N2CCC(C(=O)O)(c3ccccc3)CC2)ccc1Cl | 3.7 | 13.9 | 4.8% | -0.7% | -1.1 | 1.1% | -13.2% | 0.1% | 5.1% | 6.3
COC(=O)C1=C(c2cccc(OCc3ccccc3)c2)C[C@@H]2CC[C@H]1N2C(=O)NCCc1ccc(F)cc1 | 12.4 | -33.4 | / | / | 5.4 | 1.8% | -32.4% | -4.2% | / | /
CCc1ccc(N2C(=O)NC(=O)C(Cc3ccc(OC)cc3OC)C2=O)cc1 (centres undefined) | -7.0 | 4.3 | -1.0% | 2.2% | 0.4 | -0.7% | -1.9% | 1.7% | 8.7% | -3.7
CCOP(=S)(OCC)Oc1cc(C)oc(=O)c1Cl | -7.2 | 8.6 | 1.5% | 4.9% | -0.4 | 7.0% | 8.0% | -1.5% | 1.8% | -0.1
C=CCn1c(O)c(C=Nc2ccc(OC)cc2C)c(=O)[nH]c1=O | 12.4 | -2.5 | -2.5% | 2.5% | 6.7 | -7.5% | 6.0% | 386.8%[activator] | 0.4% | 0.9
COc1cc(C(C#N)N2CCOCC2)ccc1O (centres undefined) | 4.2 | 1.9 | 1.7% | ? | -0.8 | 11.8% | 5.0% | 8.6% | 1.0% | -34.8*
O=C(Cc1ccccc1)N1CCN(Cc2c[nH]c3ccccc23)CC1 | 26.4 | -7.7 | 4.6% | 0.3% | -4.2 | 11.9% | -46.3%[inhibitor] | 3.9% | 20.1% | -0.7
CCC1(CCO)C(=O)NC(=S)NC1=O | -3.0 | 10.8 | / | / | / | / | 16.0% | 3.1% | / | /
O=C(COc1ccccc1)N1CCN(Cc2c[nH]c3ccccc23)CC1 | 8.1 | -1.4 | 3.1% | -0.3% | 10.4 | -3.2% | -50.7%[inhibitor] | -2.5% | 9.4% | 2.7
Cc1cc(=O)[nH]c(SCc2nc3ccccc3c(=O)n2-c2ccccc2C)n1 | 17.8 | 18.9 | -1.4% | 3.3% | -1.6 | 2.4% | -20.0% | 0.4% | 8.2% | -17.0
O=C1NC(=O)C(C/C=C/c2ccccc2)C(=O)N1 | 7.0 | 17.0 | 0.9% | -9.3% | 2.9 | -9.3% | -14.3% | -2.0% | 6.0% | -9.3
C[C@@H]1C(=O)O[C@@H]2[C@H](O)C34[C@@H]5OC(=O)C3(O[C@H]3OC(=O)[C@H](O)C34[C@H](C(C)(C)C)[C@H]5O)[C@@]12O (some centres undefined) | / | / | / | 4.4% | 2.7 | 4.5% | -4.2% | -0.3% | 7.7% | 4.6
CN1C(=O)C(=Cc2ccccc2OCc2ccc(C(=O)O)cc2)C(=O)N(C)C1=O | 6.3 | -7.3 | 9.7% | -2.4% | -0.4 | -4.9% | 6.9% | 1.7% | 20µM* | 9.1
O=C1NC(=O)C(=Cc2ccccc2OCCOc2ccc([N+](=O)[O-])cc2)C(=O)N1 | -20.9 | 0.4 | 8.1% | / | 14.4 | -3.0% | -24.1% | -1.0% | -9.1% | -1.2
Cn1c(O)c(C(=Nc2ccccc2)SCc2ccc(Cl)cc2)c(=O)n(C)c1=O | -5.3 | -2.1 | -2.7% | 12.8% | 6.9 | -7.0% | -29.9% | -2.6% | -4.8% | -3.8
O=C(Cc1ccccc1)NC(Oc1ccccc1Cl)C(Cl)(Cl)Cl (centres undefined) | -1.4 | 5.4 | 0.1% | / | -0.3 | -8.9% | 16.4% | -1.0% | ? | -2.1
O=C(C1CCC(=O)N1C1CCCC1)N1CCC2(CC1)OCCO2 (centres undefined) | -15.7 | -10.1 | 0.4% | -5.4% | 3.7 | 0.0% | -3.0% | 2.6% | 4.0% | 2.6
Brc1cccc(CNCCc2ccc3c(c2)OCO3)c1 | 8.9 | -18.6 | 5.1% | -5.1% | -1.7 | 5.0% | 0.0% | -0.7% | -0.1% | 0.7
O=C(Cc1ccccc1)OCC(=O)c1ccc(F)cc1 | -1.6 | -1.2 | / | / | / | -3.3% | -1.5% | -1.4% | / | /
CC(C)(C#CC(=O)O)OOC(c1ccccc1)(c1ccccc1)c1ccccc1 | -17.1 | -7.5 | -5.3% | -7.9% | 4.6 | -1.0% | -11.8% | 7.0% | 22.6% | 8.1
O=c1[nH]c(=S)[nH]c(O)c1N=Nc1ccc(S(=O)(=O)N2CCOCC2)cc1 | -9.1 | 14.1 | 1.0% | ? | -6.5 | -10.6% | 6.9% | -6.6% | -24.2% | 2.4
COP(=O)(C#Cc1ccccc1)C(O)c1ccc(Br)cc1 (centres undefined) | -2.6 | -9.8 | -2.0% | 4.9% | 6.0 | 5.6% | 13.0% | -1.1% | -18.2% | -0.4
CCOC(C(=O)OCCC[N+](C)(CC)CC)(c1ccccc1)c1ccccc1 | 5.6 | -15.2 | 0.4% | -3.5% | -4.1 | 1.4% | 11.9% | 2.8% | 0.9% | 2.8
O=C1NC(=O)C(CCc2ccncc2)(C2CCCCC2)C(=O)N1 | -6.6 | 12.8 | 4.9% | -9.2% | -4.0 | -9.4% | 2.6% | 1.8% | 12.6% | 5.5
CN1CCCC1c1ccc(=O)[nH]c1 (centres undefined) | 8.1 | 7.3 | / | / | / | / | -0.7% | -0.4% | / | /
O=C1CN=C(c2ccc(Cl)cc2)c2oc3ccccc3c2N1 | -5.3 | -17.0 | -0.6% | -6.9% | 3.7 | -7.0% | -16.2% | 4.2% | 21.8% | -0.9
Cn1c(O)c(C(=NCCc2c[nH]c3ccccc23)c2ccccc2)c(=O)n(C)c1=O | -2.2 | -2.6 | 0.1% | -3.1% | 12.7 | -4.2% | 3.1% | 2.5% | -3.8% | -0.6
CN1C(=O)C(=Cc2ccccc2Oc2ccc(Cl)c(F)c2)C(=O)N(C)C1=O | 0.7 | 6.8 | 5.9% | 4.8% | 0.5 | -8.6% | 5.6% | 10.2% | ? | 10.9
O=C(O)Cn1cc(/C=C2\C(=O)NC(=O)N(Cc3ccco3)C2=O)c2ccccc21 | 6.7 | -11.7 | -1.1% | 0.1% | -1.8 | 5.3% | -12.2% | 9.1% | ? | -6.3
Cc1ccc(/C=C2\C(=O)NC(=O)N(CCc3ccc(F)cc3)C2=O)s1 | 4.4 | -12.5 | -1.3% | 0.4% | 9.2 | -2.7% | 17.9% | -5.4% | ? | 3.5
Cc1cccc2c1N(N=O)CCC2 | -7.6 | 7.9 | 2.1% | -9.1% | 1.4 | / | -6.7% | -1.8% | -7.0% | -11.1
O=[N+]([O-])c1ccc(N2CCNCC2)cc1NCc1ccco1 | -0.1 | -7.3 | -0.3% | / | 7.5 | 1.2% | 16.3% | -1.5% | -3.3% | 0.0
CN1CCCC(C(=O)c2ccc(-c3ccccc3)cc2)C1 (centres undefined) | -1.3 | -1.4 | 1.9% | 0.4% | 8.7 | 0.4% | -42.7% | 1.6% | -0.9% | 0.3
CCCC(C)n1[nH]c(=O)c2c1NC(=O)CSC2c1ccc(OC)c(OC)c1 (centres undefined) | 3.2 | -31.5 | -0.4% | 4.4% | 2.4 | 0.9% | -11.6% | 9.6% | 0.9% | 1.8
COc1ccc(C(=O)C2CCCN(C3CSCCSC3)C2)c(OC)c1 (centres undefined) | 0.5 | -3.5 | 0.0% | -1.5% | ? | -2.2% | -10.1% | 0.9% | 25.4% | 3.2
CN=C(SCc1ccccc1)c1c(O)n(C)c(=O)n(C)c1=O | -0.6 | -4.7 | 0.9% | 9.7% | / | 3.0% | -20.2% | 0.4% | -6.3% | 0.2

Reprinted from the listing, two compounds:
SMILES | KCNH2 WT inh | KCNH2 3.1 block | GALK inhibitor | MBNL1-CUG inh | TRPV1 agonist | A-T KAP1 phos | a7 integrin act | S-ASM inh | MLL CXXC-DNA inh | Coupling enz
CN1CCCC(C(=O)c2ccc(-c3ccccc3)cc2)C1 (centres undefined) | -1.3 | -1.4 | 1.9% | 0.4% | 8.7 | 0.4% | -42.7% | 1.6% | -0.9% | 0.3
CCCC(C)n1[nH]c(=O)c2c1NC(=O)CSC2c1ccc(OC)c(OC)c1 (centres undefined) | 3.2 | -31.5 | -0.4% | 4.4% | 2.4 | 0.9% | -11.6% | 9.6% | 0.9% | 1.8
